Pol eta inh: DNA polymerase eta (human) inhibition; Potency, µM (top dose mostly 114 µM), without a hit: top-dose activity change, negative = inhibition, most hits filed as inhibitors; recombinant Pol eta, fluorescent DNA replication assay; AID 588591; 1.2% of 390,000 active; Q9Y253; note: potency is the fitted concentration of half-maximal effect; % is set by controls: 0 for no effect and ±100 for the full control effect
Target sequence (Q9Y253 whole entry, looked up): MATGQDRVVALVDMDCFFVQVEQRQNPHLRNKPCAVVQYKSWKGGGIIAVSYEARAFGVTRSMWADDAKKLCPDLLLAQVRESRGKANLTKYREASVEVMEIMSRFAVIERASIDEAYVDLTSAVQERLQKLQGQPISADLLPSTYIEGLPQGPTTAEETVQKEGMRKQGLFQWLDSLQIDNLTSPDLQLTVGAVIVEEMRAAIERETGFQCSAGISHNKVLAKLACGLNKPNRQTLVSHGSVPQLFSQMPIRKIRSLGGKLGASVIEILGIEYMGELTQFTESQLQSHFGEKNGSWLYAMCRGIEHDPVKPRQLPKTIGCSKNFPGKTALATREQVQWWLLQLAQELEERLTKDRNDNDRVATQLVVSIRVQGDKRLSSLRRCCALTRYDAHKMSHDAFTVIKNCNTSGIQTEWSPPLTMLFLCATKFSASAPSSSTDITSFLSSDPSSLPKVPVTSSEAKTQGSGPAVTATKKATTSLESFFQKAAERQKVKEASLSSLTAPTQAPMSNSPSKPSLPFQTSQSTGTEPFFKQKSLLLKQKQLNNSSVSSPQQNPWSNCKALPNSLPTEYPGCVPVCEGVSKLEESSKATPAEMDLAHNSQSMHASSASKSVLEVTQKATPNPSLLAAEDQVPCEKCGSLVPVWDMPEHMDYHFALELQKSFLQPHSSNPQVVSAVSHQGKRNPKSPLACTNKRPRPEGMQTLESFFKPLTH
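Pol eta at 10 nM preincubated with compounds 15 min at room temperature; reaction started with fluorescent substrate (50 nM final) and read kinetically at 0 and 10 min.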
RXFP1 antagonist: RXFP1 (human) relaxin receptor antagonism; HEK293-RXFP1, relaxin-stimulated cAMP HTRF, 30 min; stronger effect = lower value; activity change, negative = inhibition, % at 57.5 µM; 0.59% of 350,000 active; AID 1259400;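 active = activity change of -60% or lower, but not beyond a set lower limit; inconclusive = change between -60% and -40%, or beyond the set limit; inactive = change above -40%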; note: % is set by controls: 0 for no effect and ±100 for the full control effect
POLI inh: DNA polymerase iota (human) inhibition. AID 588590. 1% of 390,000 active. Pol iota fluorescent replication assay, 10 min. Potency, µM (doses to about 115 µM), for the others: at the highest dose activity, negative = inhibition, usual class: inhibitors; note: potency is the fitted concentration of half-maximal effect
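Fluorescent replication assay read twice, at 0 min and 10 min after adding 50 nM (final) substrate. Enzyme (10 nM) and compounds were first incubated 15 min at room temperature; enzyme-free buffer wells were negative controls.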
BLM inh: inhibitors of human Bloom syndrome helicase BLM. P54132. recombinant BLM DNA unwinding, fluorescence dequenching. Potency, µM (series often up to 56.1 µM), without a hit: at the highest dose activity change, negative = inhibition, usual class: inhibitors. 0.2% of 350,000 active. AID 2528;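 note: potency is the fitted concentration of half-maximal effect; plate controls were vehicle for no effect and no enzyme for full effect; nearly all actives have a fitted effect of over 35% in size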
POLK inh: blocks human DNA polymerase kappa activity | Q9UBT6 | purified Pol kappa, fluorescent DNA synthesis assay, 10 min | Potency, µM (highest dose often 107 µM), for the others: at the highest dose activity, negative = inhibition, usual class: inhibitors | 0.53% of 400,000 active | AID 588579; note: potency is the fitted concentration of half-maximal effect; % is set by controls: 0 for no effect and ±100 for the full control effect
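Here, compound and 10 nM enzyme are combined for 15 min at room temperature; adding 50 nM substrate (final) starts DNA synthesis, tracked by fluorescence at 0 and 10 min against buffer-only wells.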
POLB inh: blocks human DNA polymerase beta activity; 1.3% of 340,000 active; P06746; Potency, µM (series often up to 114 µM), for the others: at the top dose activity change, negative = inhibition, usual class: inhibitors; Pol beta primer extension/strand displacement, fluorescence kinetic; note: potency is the fitted concentration of half-maximal effect; % is set by controls: 0 for no effect and ±100 for the full control effect
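Homogeneous kinetic assay of primer extension and strand displacement by 10 nM Pol beta, preincubated 15 min at room temperature with compound before 50 nM substrate (final) was added. Read at 0 and 10 min; four-parameter Hill fit.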
Anesthetic bind: binds horse apoferritin like a general anesthetic. 0.074% of 350,000 active. apoferritin/1-aminoanthracene competitive binding, fluorescence. P02791. Potency, µM (highest dose often 77.5 µM), without a hit: at the highest dose activity change, negative = displacement, actives largely listed as inhibitors; note: potency is the fitted concentration of half-maximal effect; % is set by controls: 0 for no effect and ±100 for the full control effect; nearly all actives have a fitted effect of over 20% in size
Target sequence (P02791 2-175 limits assumed): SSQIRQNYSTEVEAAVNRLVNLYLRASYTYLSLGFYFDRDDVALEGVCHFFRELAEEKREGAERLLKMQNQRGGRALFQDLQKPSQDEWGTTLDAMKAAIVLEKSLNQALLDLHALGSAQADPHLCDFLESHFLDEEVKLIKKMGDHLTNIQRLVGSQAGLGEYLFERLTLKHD
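Concentration-response curves derived by four-parameter Hill fitting of normalized fluorescence, where compounds displaced 1-AMA from 10 uM horse apoferritin following a brief 10 min room-temperature incubation; propofol titration acted as positive control.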
Tb PGK inh: T. brucei PGK inhibition. AID 602233. PGK/GAPDH coupled, Kinase-Glo luminescence, 60 min. Potency, µM (top dose mostly 57.5 µM), inactives show top-dose activity change, negative = inhibition, actives largely listed as inhibitors. 0.043% of 380,000 active. P07378; note: potency is the fitted concentration of half-maximal effect; % is set by controls: 0 for no effect and ±100 for the full control effect; nearly all actives have a fitted effect of over 60% in size
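Recombinant glycosomal PGK reaction used 1,3-bisphosphoglycerate generated in-well by GAPDH (100nM final) in 100mM TEA pH 7.6, 5mM MgCl2, 0.01% Tween-20. After 60 minutes at room temperature, ATP was read by Kinase-Glo Plus luminescence end-point.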
APE1 inh: blocks human APE1 abasic DNA cleavage; Potency, µM (doses to about 65.8 µM), without a hit: top-dose activity change, negative = inhibition, most hits filed as inhibitors; P27695; recombinant APE1, TAMRA/BHQ-2 abasic DNA cleavage fluorescence; 0.35% of 350,000 active;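 note: potency is the fitted concentration of half-maximal effect; plate controls were vehicle for no effect and reference inhibitor for full effect; nearly all actives have a fitted effect of over 55% in size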
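Compound pre-exposure to 0.75 nM APE1, 15 min at ambient temperature. Reaction initiated with 50 nM TAMRA/BHQ-2 THF substrate, read immediately in kinetic mode, 525 nm excitation, 598 nm emission.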
* hit, by the source's call; i = inactive; ? = inconclusive; . = not tested or not shown; & = joins results of further samples; [ ] = dose if it differs, or a comment. Unless noted, calls come from the whole dose curve; as a rule, active = well fitted curve in the direction sought with a large enough effect; inconclusive = small, poorly fitted or top-dose-only effect, or another doubt; inactive = no such curve, though single readings can be large; an effect the other way counts as inactive or inconclusive. These rows are one share of the data, so the mix of outcomes need not match the whole.

SMILES | Pol eta inh | RXFP1 antagonist | POLI inh | BLM inh | POLK inh | POLB inh | Anesthetic bind | Tb PGK inh | APE1 inh
CCN(C(=O)Cn1c(=O)n(CC2CCC(C(=O)NC)CC2)c(=O)c2sccc21)c1ccccc1 (stereo not given) | 0% | -7 | ? | 1% | 5% | -10% | -2% | -5% | .
O=C(c1cccc2ccccc12)C1CCCN(C(=O)CCN2CCCO2)C1 (stereo not given) | -3% | 13 | 54%[activator] | -3% | 0% | 8% | -7% | -8% | 5%
C=CCNc1nc(-c2c(C)nc3sccn23)cs1 | ? | 1 | -13% | 3% | -4% | 4% | -8% | -3% | 3%
Cc1ccc(CNC(=O)c2oc3ccc(S(=O)(=O)N4CCOCC4)cc3c2C)cc1 | -14% | -7 | 18% | -5% | -9% | 13% | ? | . | -4%
C[C@@H]1CC=C[C@H]2[C@H]1C(=O)N(Cc1ccccc1)[C@H]2c1ccoc1 | 2% | . | -14% | -10% | -1% | -3% | -10% | i | 4%
Cc1ccccc1-c1nnc(SCC(=O)N2CCCc3ccccc32)o1 | ? | 8 | 19% | -7% | 0% | -22% | -5% | -9% | .
O=C(c1cc2ccccc2oc1=O)N(Cc1ccco1)C1CCS(=O)(=O)C1 (stereo not given) | 5% | -9 | 5% | 0% | 4% | 3% | -19% | 7% | 3%
Cc1cccc(C)c1NC(=O)C1(NC(=O)C2CCCN2C(=O)OC(C)(C)C)CCCCC1 (stereo not given) | -4% | 6 | 2% | 3% | -15% | 24% | -16% | -3% | 1%
Cn1c(CO)cnc1S(=O)(=O)Cc1ccc(Cl)cc1 | -17% | -19 | ? | 0% | 1% | 32% | 0% | -7% | 12%
O=C(CSc1ccc(Cl)cc1)Nc1ccc(C2SCCS2)cc1 | -8% | -12 | -8%[58.9 µM] | -1% | -16% | 3% | -7% | -10% | 1%
COc1ccccc1NC(=S)NC(=O)CCc1ccccc1 | -23% | -4 | 74%[activator] | -11% | -4% | 0% | ? | 1% | 22%
O=C(O)c1cc(NCc2c(F)cccc2Cl)ccc1N1CCOCC1 | -3% | 7 | 12% | 2% | -10% | 10% | 28% | -8% | -4%
COCCNC(=O)c1onc(CS(=O)(=O)c2cc(C)cc(C)c2)c1C(=O)NCCOC | -12% | . | 16% | . | -23% | . | . | -9% | 31%
COc1ccc(NS(=O)(=O)c2cn(C)c(=O)n(C)c2=O)cc1 | -9% | -7 | 18% | 0% | 9% | 20% | -5% | i | -2%
O=C(NCCNC(=O)c1cc(OCC(F)(F)F)ccc1OCC(F)(F)F)Nc1ccc(Cl)cc1 | -9% | 6 | 0% | -5% | -15% | 23% | -16% | 2% | -3%
CCC(C)N(C)Cc1cccc(C2(O)CCN(S(=O)(=O)c3ccc(F)c(C)c3)CC2)c1 (stereo not given) | -7% | -30 | 11% | -4% | -18% | 14% | -11% | -8% | 5%
Cc1cc(C)nc(NC(N)=NCCc2ccccc2)n1 | -16% | -11 | 75%[activator] | . | -15% | . | . | -2% | .
Cc1cc(NC(=O)c2cnn3c(C(F)F)cc(-c4ccccc4)nc23)no1 | -18% | -10 | -3% | 0% | -6% | 35% | -10% | -9% | 1%
Cc1cccc(NC(=O)C2C3C=CC(O3)C2C(=O)O)c1 (stereo not given) | . | . | . | -4% | . | 36% | -12% | . | 18%
COc1ccc(Cn2c(CCC(=O)Nc3ccccc3OC)nc3cccnc32)cc1 | -11%&-20% | 7&-9 | 62%[activator] | 2%&1% | ? | -1%&0% | -11%&44% | -1% | -4%
Cc1ccc(N2CC(O)(c3cccs3)[N+]3=C2CCCC3)cc1 (stereo not given) | -13% | -13 | 18% | -2% | -1% | -7% | -8% | -1% | -1%
Cc1ccc(CCNC(=O)C2CCCN(S(C)(=O)=O)C2)cc1 (stereo not given) | -18% | 1 | 133%[activator] | -1% | -7% | -20% | -9% | -7% | 20%
CC(=O)c1ccc(NC(=O)CSc2nnc(NC(=O)Nc3ccccc3)s2)cc1 | -11% | -5 | ? | 1% | 5%[60.1 µM] | -12% | ? | -7% | .
CC(C)c1ccc(N)c(S(=O)(=O)O)c1 | 0% | -1 | -1% | -2% | -18% | -8% | 1% | -2% | -7%

Four of these compounds in another layout.
Below each SMILES: Pol eta inh, RXFP1 antagonist, POLI inh, BLM inh, POLK inh, POLB inh, Anesthetic bind, Tb PGK inh, APE1 inh
> Cc1cc(C)nc(NC(N)=NCCc2ccccc2)n1
  -16%, -11, 75%[activator], ., -15%, ., ., -2%, .
> Cc1cc(NC(=O)c2cnn3c(C(F)F)cc(-c4ccccc4)nc23)no1
  -18%, -10, -3%, 0%, -6%, 35%, -10%, -9%, 1%
> Cc1cccc(NC(=O)C2C3C=CC(O3)C2C(=O)O)c1 (stereo not given)
  ., ., ., -4%, ., 36%, -12%, ., 18%
> COc1ccc(Cn2c(CCC(=O)Nc3ccccc3OC)nc3cccnc32)cc1
  -11%&-20%, 7&-9, 62%[activator], 2%&1%, ?, -1%&0%, -11%&44%, -1%, -4%

(next part)
SMILES | Pol eta inh | RXFP1 antagonist | POLI inh | BLM inh | POLK inh | POLB inh | Anesthetic bind | Tb PGK inh | APE1 inh
CCOC(=O)c1oc2ccccc2c1CN1CC(C)OC(C)C1 (stereo not given) | ? | 5 | 131%[activator] | -3% | 1% | 28% | -7% | -3% | 15%
COc1ccc(C(=O)NCCSc2ccccn2)cc1 | 1% | -4 | 6% | 1% | -15% | 1% | -2% | 0% | -1%
Cc1ccc(C(=O)N2CCCCCC2)cc1S(=O)(=O)N1CCOCC1 | -3% | 1 | 30% | -1% | -1% | 50% | -5% | -5% | -7%
Cc1ccc(NC(=O)CSc2ncc(S(=O)(=O)c3ccc(C(C)C)cc3)c(=O)[nH]2)cc1C | ? | . | ? | -3% | -13% | 20µM* | 59%[activator] | -5% | .
COCCCN1C(=O)N(c2ccc(F)cc2)C(=O)C1CC(=O)Nc1ccc(OC)cc1 (stereo not given) | -12% | 9 | 38%[activator] | -3% | -5% | 36% | -10% | -5% | 6%
Cc1c(C(=O)O)oc2ccc(S(=O)(=O)NCc3ccccc3)cc12 | -4% | -10 | -21% | 4% | -10% | 7% | -14% | -10% | 11%
CCCCNC(=O)CCC(=O)Nc1ccc2nc(N3CCOCC3)cc(C)c2c1 | -12% | 5 | 21% | 3% | -5% | 36% | -2% | -7% | 1%
O=C(CCc1nnc(CCCCc2ccccc2)o1)NCCN1CCOC1=O | -18% | -13 | 107%[activator] | -16% | -5% | ? | ? | -4% | 6%
O=C(NC1CCCCC1)c1cc(-c2ccco2)on1 | -8% | -6 | 11% | -4% | -3% | -2% | -11% | -11% | -4%
Cc1nc2sc(C(c3ccco3)N3CCC(C)CC3)c(O)n2n1 (stereo not given) | 6% | 3 | -13% | -1% | -4% | -8% | -15% | 1% | -1%
CCC(=O)Nc1nnc(S(=O)(=O)N(C)Cc2ccc(Cl)cc2)s1 | -18% | -26 | 33%[activator] | -2% | -6% | 6% | -8% | 0% | .
CNC(=O)CSc1nnc(-c2ccco2)n1-c1cc(C)ccc1C | -13% | -3 | 13% | -2% | -3% | 19% | 22% | i | 47%[activator]
CCOc1ccc(OCCOCCn2c(-c3ccc(Cl)cc3)nc3ccccc3c2=O)cc1 | -5% | 3 | -19% | -8% | -18% | 5% | -10% | -6% | .
N/C(CCCN1CCCCC1)=N/O | -14% | 3 | 25% | -1% | -3% | -3% | 1% | -8% | -5%
COc1cccc2c1Oc1ncccc1N(C(=O)CCC(=O)NCc1ccc(OC(C)C)cc1)C2 | -1% | -21 | 14% | 4% | -8% | 3% | 0% | -2% | .
NC(=O)C1CCCN(C(=O)c2ccc(S(=O)(=O)N3CCCCCC3)cc2)C1 (stereo not given) | -13% | 5 | 20% | . | -7% | . | . | 9% | -8%
CC(C)NC(=O)COC(=O)c1cc(=O)[nH]c2ccccc12 | -12% | -7 | ? | -1% | -6% | 8% | 5% | i | 16%
N#Cc1ccc(-c2cn(-c3ccccc3)c3[n+]2CCCS3)cc1 | -20% | 0 | -12% | 2% | 6% | 33% | -4% | -1% | 12%
O=C(O)CCc1ccc(-c2ccccc2)n1CC(=O)Nc1cccc(C(F)(F)F)c1 | -6% | -8 | 6% | -1% | -11% | -6% | -23% | -7% | -18%
Cc1ccccc1-c1nc(CS(=O)(=O)CC(=O)N2CCCCC2)c(C)o1 | -8% | -13 | -5% | -1% | -2% | 13% | -3% | -14% | 36%
Cn1c(=O)n(Cc2ccccc2Cl)c2ccccc21 | 1% | -6 | 40%[activator] | 2% | 3% | -15% | ? | 4% | 0%
COc1ccc2oc(-c3ccc(C)c(NC(=O)c4ccc(N5CCCCC5)c([N+](=O)[O-])c4)c3)nc2c1 | -14% | . | 12% | -3% | -15% | -1% | 0% | 1% | .
CCOC(=O)CC1=C(C(=O)OCC)C(c2cc(OC)c(OC)cc2OC)C(C#N)=C(N)O1 (stereo not given) | 9% | -9 | 17% | -5% | -8% | 1% | 4% | i | -1%
COC(=O)CNC(=O)CNC(=O)Nc1ccccc1Cl | -19% | 0 | 27% | -1% | -4% | -1% | -6% | 4% | 9%
CN(C(=O)c1oc(=O)c2ccccc2c1-c1ccccc1)c1cccc(Cl)c1 | -9% | ? | 29% | -10% | -3% | 29% | -17% | -10% | .
CC(O/N=C/c1ccc(OC(F)F)cc1)C(=O)Nc1cccc(S(=O)(=O)N2CCOCC2)c1 (stereo not given) | ? | 0 | 15% | -5% | -2% | ? | -11% | -9% | -6%
O=C(c1noc2c1CCCCC2)N1CCN(c2cccc(Cl)c2)CC1 | 3% | -2 | -8% | -6% | -2% | 0% | 9% | 4% | .
Cc1cc(S(=O)(=O)N(Cc2ccccc2F)C2CC2)ccc1-n1cnnn1 | -22% | 0 | 85%[activator] | -10% | 1% | -28% | ? | i | -1%
CCOc1ccc(S(=O)(=O)N2CCOCC2)cc1NC(=O)CN1C(=O)NC(CC)(c2ccccc2)C1=O (stereo not given) | -12% | -16 | 90%[activator] | -3% | -9% | -15% | -13% | -4% | 5%
Nc1cc(C(Cl)=C(Cl)Cl)c(S(N)(=O)=O)cc1S(N)(=O)=O | -9% | -3 | -12% | -10% | -13% | . | 4%[29.3 µM] | -4% | ?

Source: PubChem
